LmPK inh: LmPK (Leishmania mexicana) enzyme inhibition; AID 1721; actives 0.37% (n = 290,000); purified LmPK, Kinase-Glo ATP luminescence, 1 h; Potency, µM (doses to about 57.5 µM), inactives show at the top dose activity change, negative = inhibition, usual class: inhibitors; Q27686
Target sequence (Q27686 whole entry, looked up): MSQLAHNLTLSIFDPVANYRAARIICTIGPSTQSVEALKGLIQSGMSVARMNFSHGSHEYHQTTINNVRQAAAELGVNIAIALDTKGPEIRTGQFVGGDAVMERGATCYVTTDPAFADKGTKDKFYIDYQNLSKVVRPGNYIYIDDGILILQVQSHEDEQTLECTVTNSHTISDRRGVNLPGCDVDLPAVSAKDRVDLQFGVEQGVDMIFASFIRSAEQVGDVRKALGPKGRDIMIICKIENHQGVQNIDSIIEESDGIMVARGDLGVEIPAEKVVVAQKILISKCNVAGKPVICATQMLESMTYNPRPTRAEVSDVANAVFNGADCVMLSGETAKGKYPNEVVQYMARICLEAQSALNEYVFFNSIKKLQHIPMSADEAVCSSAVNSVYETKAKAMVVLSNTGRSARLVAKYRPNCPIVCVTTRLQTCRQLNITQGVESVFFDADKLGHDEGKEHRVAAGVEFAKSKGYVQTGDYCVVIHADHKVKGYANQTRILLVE
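ATP generated from ADP (0.1 mM) and PEP (0.5 mM) by 0.1 nM LmPK over 1 h at room temperature (pH 7.2 imidazole buffer) was detected by coupled luciferase luminescence. Values were normalized to uninhibited and no-enzyme wells.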
Pf growth 48h: P. falciparum growth inhibition at 48 hours (one generation) | P. falciparum luciferase growth in erythrocytes, 48 h | Potency, µM (titrated, usually from 28.7 µM), for inactives: at the top dose activity change, negative = inhibition, usual class: inhibitors | actives 5.9% (n = 310,000) | AID 504832
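First compound was added to culture medium, then infected red cells at 0.1% parasitemia and 2% hematocrit (final). After incubation at 37 C under 5% CO2, luciferase detection reagent was dispensed and light output recorded.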
Sm TGR block: blocks Schistosoma mansoni thioredoxin glutathione reductase. purified TGR, DTNB reduction, TNB absorbance 405 nm. Potency, µM (titrated, usually from 114 µM), inactives show top-dose activity change, negative = inhibition, most hits filed as inhibitors. actives 3% (n = 360,000). AID 485364; further: nearly all actives have a fitted effect of over 60% in size
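TGR 20 nM + NADPH 100 uM (dispensed conc.), cpd preinc 15 min RT; start with NADPH (500 uM addition) then DTNB (15 mM addition). Kinetic TNB absorbance, 405 nm filter. Four-parameter Hill fit across titration.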
Pf growth 96h: inhibits malaria parasite growth, 96 h. AID 504834. P. falciparum luciferase reporter growth, 96 h. Potency, µM (series often up to 28.7 µM), inactives show at the top dose activity change, negative = inhibition, actives largely listed as inhibitors. actives 6.9% (n = 320,000)
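Two parasite generations (96 h, 37 C, 5% CO2) of compound exposure in infected erythrocytes (0.05% parasitemia, 2% hematocrit). Luciferase-reporter P. falciparum; decreased luminescence indicates inhibited growth, aimed at apicoplast-acting delayed death.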
TbPYK inhibitor: inhibitors of Trypanosoma brucei pyruvate kinase; actives 0.12% (n = 410,000); Q57TT1; Potency, µM (titrated, usually from 76.8 µM), inactives show at the highest dose activity, negative = inhibition, most hits filed as inhibitors; AID 624173; TbPYK enzyme, Kinase-Glo Plus ATP luminescence, 45 min; further: nearly all actives have a fitted effect of over 50% in size
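Quantitative HTS: titrated library compounds versus trypanosomal pyruvate kinase in TEA buffer (pH 7.2) containing KCl, MgCl2, BSA and Tween-20. Reactions were initiated with ADP, 130 uM final. Kinase-Glo Plus luminescence was read after 45 min at RT.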
HCV inhibitor: inhibitors of hepatitis C virus infection; Huh7.5.1 HCVcc-Cre infection, luciferase reporter, 44 h; Potency, µM (doses to about 41.8 µM), inactives show at the top dose activity change, negative = inhibition, usual class: inhibitors; actives 3.4% (n = 340,000); AID 651820
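Cells seeded at 1,000/well and cultured 4 h, then compounds added followed by HCVcc-Cre virus (~0.5 moi). After 44 h further culture, luciferase substrate was added, plates held 15 min at room temperature, and luminescence read for 15 sec.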
Numbers without * were called inactive; ? = inconclusive; . = no result given; & = joins results of further samples; [ ] = dose if it differs, or a comment. The call rests on the fitted dose curve; in most records, active means well fitted curve in the direction sought with a large enough effect; inconclusive means small, poorly fitted or top-dose-only effect, or another doubt; inactive means no such curve, though single readings can be large; an effect the other way counts as inactive or inconclusive. On the % scale 0 is the no-effect control and ±100 the full control effect; potency means the concentration at half of the fitted maximal effect.

[1] CCC1(c2ccc(F)cc2)NC(=O)N(CC(=O)c2cc(C)n(C3CC3)c2C)C1=O (configuration not stated)
[2] CCCOC(=O)/C(=C\C=C\c1ccco1)NC(=O)c1ccccc1
[3] Cc1ccc(-c2nn3c(C)nnc3c3ccccc23)cc1S(=O)(=O)NCc1ccccc1
[4] COC(=O)c1ccc(-c2ccc(C(=O)N3CCCN(C)CC3)cc2)cc1
[5] Cc1c(C(=O)N2CCC(Cc3ccccc3)CC2)sc2ncnc(N3CCC(C)CC3)c12
[6] O=C(Nc1ccc(S(=O)(=O)N2CCCC2)cc1)N1c2ccccc2Sc2ccccc21
[7] Cc1ccc(C(C(=O)NCc2ccco2)N(C(=O)CNC(=O)c2cccs2)c2c(C)cc(C)cc2C)cc1 (configuration not stated)
[8] Cc1cc(NC(=O)c2ccccc2Oc2ccccc2)no1
[9] Cc1ccccc1SCC(=O)Nc1cc(S(=O)(=O)N2CCOCC2)ccc1N1CCOCC1
[10] CC(C)C(=O)Nc1nnc(NC(=S)Nc2ccccc2)s1

compound no.,1,2,3,4,5,6,7,8,9,10
LmPK inh,.,28.5%,2.2%,1.0%,0.7%,0.5%,4.3%,4.0%,1.9%,0.8%
Pf growth 48h,14.7µM*,-11.5%,?,14.7%,-19.5%,-20.9%,?,-8.7%,8.28µM*,6.5%
Sm TGR block,2.0%,8.91µM*,3.9%,4.3%,1.9%,7.3%,-3.1%,3.2%,7.0%,25.1µM*
Pf growth 96h,?,56.7%[activator],8.28µM*,57.6%[activator],-19.5%,?,1.2%,127.6%[activator],?,11.7µM*
TbPYK inhibitor,-2.2%,-2.6%,-4.0%,.,-8.1%,1.2%,-3.1%,0.2%,-22.1%,0.3%
HCV inhibitor,-1.4%,0.5%,?,.,-25.1%,?,?,?,-12.5%,-23.4%

Some of these compounds in order of molecular weight, descending:
[3] Cc1ccc(-c2nn3c(C)nnc3c3ccccc23)cc1S(=O)(=O)NCc1ccccc1
[1] CCC1(c2ccc(F)cc2)NC(=O)N(CC(=O)c2cc(C)n(C3CC3)c2C)C1=O (configuration not stated)
[4] COC(=O)c1ccc(-c2ccc(C(=O)N3CCCN(C)CC3)cc2)cc1

compound no.,3,1,4
LmPK inh,2.2%,.,1.0%
Pf growth 48h,?,14.7µM*,14.7%
Sm TGR block,3.9%,2.0%,4.3%
Pf growth 96h,8.28µM*,?,57.6%[activator]
TbPYK inhibitor,-4.0%,-2.2%,.
HCV inhibitor,?,-1.4%,.

Next part
[11] C=C(C)CSc1nnc([C@@H]2CCCN2C(=O)OC(C)(C)C)o1
[12] O=C1CC(=O)Nc2cc(S(=O)(=O)N3CCOc4ccc(Cl)cc43)ccc2N1
[13] c1ccc(-c2noc(CN3CCN(C(c4ccccc4)c4ccccc4)CC3)n2)cc1
[14] CC(=O)c1ccc(NC(=O)C(C)N2CCN(C/C=C/c3ccccc3)CC2)cc1 (configuration not stated)
[15] Cc1cccc(C(=O)NNc2ncnc3c2cnn3C)c1
[16] O=C1CCCN1CCNC(=S)Nc1ccccc1
[17] O=c1[nH]c(=S)n(C2CC2)c(O)c1C=NCC1CCCO1 (configuration not stated)
[18] O=C(N/N=C/c1ccco1)c1cnccn1
[19] Cc1ccc(C(=O)N(CN2CCCC2=O)c2ccccc2)cc1C
[20] O=S(=O)(c1ccccc1)N1CCN(c2ncccn2)CC1

compound no.,11,12,13,14,15,16,17,18,19,20
LmPK inh,-0.9%,-1.0%,-4.5%,1.2%,16.3%,-1.4%,-2.7%,-0.7%,-3.8%,-0.3%
Pf growth 48h,-4.9%,29.8%,?,?,-2.8%,.,5.9%,-11.3%,?,4.4%
Sm TGR block,-50.3%,?,6.6%,3.7%,6.8%,-29.0%,2.6%,5.2%,-16.8%,0.3%
Pf growth 96h,-2.6%,?,-10.8%,?,-71.8%,0.7%,34.6%[activator],62.2%[activator],?,.
TbPYK inhibitor,-1.5%,2.0%,-3.3%,2.3%,-0.5%,-7.0%,-2.5%,-6.9%,-1.3%,2.5%
HCV inhibitor,13.2%,-4.9%,-4.0%,?,23.9%,15.6%,10.4%,16.4%,?,-8.5%

[21] O=c1oc(-c2ccccc2)cc(Cl)c1Cl
[22] CCCCNC(=O)/C(C#N)=C/c1ccc(F)cc1F
[23] C=CCn1c2ccccc2c2nnc(SCC(=O)Nc3c(C)n(C)n(-c4ccccc4)c3=O)nc21
[24] CN(CC(=O)Nc1ccccc1)CC(=O)Nc1ccccc1Cl
[25] O=C(/C=C/c1cccc2ccccc12)NCCC1=CCCCC1
[26] CCOC(=O)c1ccc(NS(=O)(=O)c2cc(C)ccc2OC)cc1
[27] O=C(N/N=C/c1cccs1)C1COc2ccccc2O1 (configuration not stated)
[28] CN(c1ccccc1)S(=O)(=O)c1cccc(C(=O)Nc2ccc(N3CCOCC3)cc2)c1
[29] CCOc1cc(NC(=S)NCc2ccco2)c(OCC)cc1NC(C)=O
[30] O=C(COC(=O)C1CCC(N2C(=O)C3C4CCC(C4)C3C2=O)CC1)c1ccc(F)cc1 (configuration not stated)

compound no.,21,22,23,24,25,26,27,28,29,30
LmPK inh,0.5%,-4.4%,2.5%,3.0%,1.1%,1.6%,3.6%,.,-0.2%,-9.3%
Pf growth 48h,-8.7%,-23.0%,?,35.3%[activator],10.2%,17.8%,.,?,-4.4%,9.1%
Sm TGR block,?,-1.2%,11.1%,0.3%,3.2%,-7.1%,-9.8%,-1.4%,0.4%,-5.9%
Pf growth 96h,-11.6%,10.5%,-18.8%,33.7%[activator],45.3%[activator],-19.6%,-2.5%,?,?,?
TbPYK inhibitor,-3.9%,-9.2%,3.9%,-9.6%,0.0%,-8.3%,1.1%,2.3%,-15.6%,3.2%
HCV inhibitor,?,-3.6%,?,-8.6%,7.2%,?,-1.3%,10µM*,?,1.2%

[31] O=C(OCC(=O)N1CCCC1)c1ccc(NS(=O)(=O)c2cccs2)cc1O
[32] O=C(Oc1ccc2ccc(=O)oc2c1)c1cccs1
[33] CCOC(=O)C1=C(c2ccccc2)N2CCS(=O)(=O)N=C2S1
[34] COc1ccc(CCNC(=O)C2CC3Cn4c(nc5cc6ccccc6cc54)C3N2C)cc1 (configuration not stated)
[35] CN(C)/C=C(\C#N)C(=O)c1cccnc1Oc1ccc(F)cc1F
[36] O=C(O)/C=C\c1ccccc1Oc1cccc(Cl)c1
[37] COc1ccc(OCC#CCN2CCCCCC2)cc1
[38] O=C(O)CCN1CCc2ccccc2C1c1ccncc1 (configuration not stated)
[39] CCOc1cc(C=O)cc(N=Nc2cccc([N+](=O)[O-])c2)c1O
[40] CC(C)COc1ccc2[nH]c3c(c2c1)CCCC3=O

compound no.,31,32,33,34,35,36,37,38,39,40
LmPK inh,-0.1%,0.2%,-2.2%,3.8%,-2.3%,-4.9%,-2.4%,-1.7%,-5.9%,1.0%
Pf growth 48h,6.4%,1.3%,-1.0%,-22.8%,-14.1%,?,-0.8%,33.4%[activator],5.8%,.
Sm TGR block,-2.1%,-10.6%,-3.1%,6.3%,10.8%,-8.7%,?,0.0%,?,12.1%
Pf growth 96h,-17.7%,0.0%,10.4µM*,-5.2%,?,58.8%[activator],2.8%,32.2%[activator],?,?
TbPYK inhibitor,3.3%,40.2%[activator],1.3%,0.6%,2.4%,-2.9%,10.8%,4.9%,-4.5%,0.3%
HCV inhibitor,19.8%,22.8%,-2.9%,?,?,7.8%,-1.0%,4.5%,14.9%,-23.7%

[41] O=[N+]([O-])/C(=C\Nc1ccccc1Cl)S(=O)(=O)c1ccccc1
[42] COP(=O)(OC)C(Nc1ccc(C)cc1)c1ccc([N+](=O)[O-])cc1 (configuration not stated)
[43] COc1ccc(/C=N/n2cnn(Cc3ccccc3Cl)c2=S)cc1
[44] Cc1cc(C)cc(C(=O)OCC(=O)Nc2ncccn2)c1
[45] COCCn1c(=S)[nH]c2cc(C(=O)N(CCO)Cc3ccccc3)ccc2c1=O
[46] O=S1(=O)N=C(N(CCO)/N=C/c2ccncc2)c2ccccc21
[47] CCNC(=O)CC1C(=O)N(c2ccc(F)cc2)C(=O)N1Cc1ccccn1 (configuration not stated)
[48] Cc1cc(C(=O)CSc2nnc(CCC(N)=O)n2C)c(C)n1C1CC1
[49] O=C(O)/C=C/C(=O)Nc1cccc(C(F)(F)F)c1
[50] CCOc1ccc(N2C(=O)CC(SCc3nc4ccccc4[nH]3)C2=O)cc1 (configuration not stated)

compound no.,41,42,43,44,45,46,47,48,49,50
LmPK inh,1.4%,-3.3%,-12.1%,.,0.0%,1.9%,-3.7%,.,2.0%,1.9%
Pf growth 48h,0.1%,40.6%[activator],412.5%[activator],4.4%,-16.3%,63.9%[activator],23.2%,12.6%,4.1%,?
Sm TGR block,39.8µM*,1.3%,5.6%,-8.4%,2.8%,1.7%,11.8%,-24.4%,?,44.7µM*
Pf growth 96h,26.2%,24.2%,-2.8%,24.8%,?,-18.1%,?,7.1%,15.8%,?
TbPYK inhibitor,.,1.1%,-16.6%,0.0%,-23.4%,-14.0%,-3.7%,-24.3%,0.0%,5.5%
HCV inhibitor,.,12.3%,-12.3%,3.3%,-24.6%,11.6%,14.1%,10.5%,5.6%&8.5%,-5.8%

[51] O=C(NCc1ccccc1)C1CCCN(C(=O)c2ccc(F)cc2)C1 (configuration not stated)
[52] O=C1/C(=C\c2ccsc2)NC(=S)N1c1ccccc1
[53] Cc1cc(O)c(C(C)C)cc1NC(=O)Nc1cccc2ccccc12
[54] CC(=O)SC1CC2=CC(=O)CCC2(C)C2CCC3(C)C(CCC34CCC(=O)O4)C12 (configuration not stated)
[55] COc1cc(C(=S)N2CCCC2)cc(Cl)c1O
[56] O=C(CN1CCc2ccccc2C1)Nc1cccc(S(=O)(=O)N2CCCC2)c1
[57] CCCOc1ccc(C(=O)NC(=S)NNC(=O)c2c(-c3ccccc3)noc2C)cc1
[58] CCOC(=O)C(NCc1ccccn1)(NC(=O)c1cccnc1)C(F)(F)F (configuration not stated)
[59] O=C(c1ccc2[nH]c(=O)c(=O)[nH]c2c1)N1CCN(c2ccccc2)CC1

compound no.,51,52,53,54,55,56,57,58,59
LmPK inh,.,-1.7%[11.5 µM],2.4%,1.9%,1.6%,-9.1%,2.0%,0.2%,-6.1%
Pf growth 48h,-6.1%,-5.9%,10.4µM*,-27.2%,10.3%,?,11.2%,-16.9%,7.0%
Sm TGR block,2.1%,-12.9%,-15.0%,-9.3%,-22.1%,-2.6%,8.3%,1.9%,5.7%
Pf growth 96h,-2.3%,?,?,-8.7%,-8.2%,?,24.6%,?,-38.2%
TbPYK inhibitor,-3.8%,-7.9%,-3.8%,-19.5%&3.5%,-2.2%,21.1%,-15.7%,3.4%,5.0%
HCV inhibitor,-9.7%,11.2µM*,?,?,-17.1%,-12.6%,?,13.5%,11.3%

Assay outcomes: PubChem BioAssay, National Center for Advancing Translational Sciences (NCATS)
